MsrA inhibitor: inhibitors of bovine MsrA; purified bovine MsrA, absorbance read-out; inhibition, % at 15.5 µM; hit rate 0.75% among 360,000; AID 651718; in the data active = inhibition above about 4.5%;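 note: 0% = vehicle wells with enzyme and 100% = reference inhibitor wells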
SUMO1 PPI mod: SUMO1-SIM interaction modulation. hit rate 0.33% among 360,000. inhibition, % at 20 µM. SUMO1 binding to a labelled peptide, TR-FRET, 1 h. AID 602429; in the data active = inhibition above about 37%
Target sequence (P63165 whole entry, looked up): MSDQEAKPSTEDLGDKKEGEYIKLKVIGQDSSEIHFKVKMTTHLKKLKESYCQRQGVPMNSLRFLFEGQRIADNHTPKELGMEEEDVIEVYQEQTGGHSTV
STEP inh: inhibitors of human striatal-enriched phosphatase STEP | P54829 | recombinant STEP, OMFP fluorogenic substrate, fluorescence | inhibition, % at 20 µM | hit rate 0.25% among 360,000;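 active = inhibition at 20 µM, scaled per plate between control wells, above about 37%, limit read from the data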;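 note: 0% = DMSO with enzyme and substrate and 100% = substrate only without enzyme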
Target sequence (P54829 whole entry, looked up): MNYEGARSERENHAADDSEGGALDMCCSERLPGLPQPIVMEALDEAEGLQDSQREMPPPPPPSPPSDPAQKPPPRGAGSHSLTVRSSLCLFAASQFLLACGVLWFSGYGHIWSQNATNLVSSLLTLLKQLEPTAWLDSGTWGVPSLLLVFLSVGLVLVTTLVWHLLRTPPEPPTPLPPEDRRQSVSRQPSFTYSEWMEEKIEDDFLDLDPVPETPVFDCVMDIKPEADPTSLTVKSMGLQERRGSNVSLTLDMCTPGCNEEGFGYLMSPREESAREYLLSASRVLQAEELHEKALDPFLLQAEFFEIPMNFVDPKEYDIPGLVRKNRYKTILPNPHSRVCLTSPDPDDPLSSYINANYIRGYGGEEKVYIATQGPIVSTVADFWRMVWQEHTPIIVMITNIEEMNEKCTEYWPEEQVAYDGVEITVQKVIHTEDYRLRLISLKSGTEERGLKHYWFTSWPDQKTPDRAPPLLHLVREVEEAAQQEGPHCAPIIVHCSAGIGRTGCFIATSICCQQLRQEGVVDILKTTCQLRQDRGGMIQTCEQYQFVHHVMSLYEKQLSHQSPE
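medium = Bis-Tris buffer pH 6.0, 2.5 mM DTT, 0.005% Tween 20 | test system = STEP (striatal-enriched tyrosine phosphatase) enzyme, cell-free | measure = normalized % inhibition | compound dosing = 20 µM, 1% DMSO | also added = 25 µM OMFP | schedule = reaction 20 min, ambient temperature | measured by = fluorescence read at 480 nm ex / 540 nm em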
DNMT1 block: inhibitors of human DNMT1; P26358; DNMT1 molecular beacon, Hinp1I cleavage, fluorescence; hit rate 0.83% among 360,000; inhibition (reported as % activation of signal), % at 10 µM; in the data active = inhibition above about 50%
TbMetRS inhib: Trypanosoma brucei MetRS inhibition | purified T. brucei MetRS, ATP depletion, Kinase-Glo luminescence | inhibition, % at 11.9 µM | hit rate 0.4% among 360,000;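 active = inhibition above a per-plate cutoff of the control wells' mean inhibition plus 3 SD, cut at about 5.5% in these data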;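 note: 0% = DMSO wells median and 100% = median of wells with control inhibitor compound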
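Material – parasite MetRS enzyme · Medium – HEPES-MgCl2-KCl buffer plus DTT, spermine, BSA, pyrophosphatase · Reagent – ATP, methionine and E. coli bulk tRNA substrates · Times – 15 min enzyme-compound preincubation, 2 h reaction, 10 min detection, 25 °C · Measured by – luminescence of leftover ATP · Evaluation – percent inhibition relative to median high and low control wells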
CendR NRP1 mod: alters CendR peptide binding to human NRP-1; O14786; FAM-RPARPAR peptide binding to NRP-1, fluorescence polarization; inhibition, % at 25 µM; hit rate 0.85% among 360,000;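 active = inhibition or corrected inhibition above about 18%, plus a signal ratio from 0.5 to 1.5, limit read from the data, passing the limit was not always enough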; note: strong numbers were not always called active
E coli Lon inh: inhibits E. coli Lon protease | P0A9M0 | purified E. coli Lon protease, fluorescence polarization | inhibition, % at 7.94 µM | hit rate 0.42% among 360,000; in the data active = inhibition above about 13%, passing the limit was not always enough;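 note: 0% = enzyme with probe and DMSO and 100% = no enzyme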
bovine MsrA act: activators of bovine methionine sulfoxide reductase A. purified bovine MsrA, absorbance read-out. activation, % at 10.6 µM. hit rate 0.3% among 360,000. AID 602163; in the data active = activation above about 7.5%;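 note: 0% = vehicle and 100% = reference activator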
LMPTP block: blocks human LMPTP phosphatase; P24666; hit rate 0.22% among 360,000; AID 651560; recombinant LMPTP-A, OMFP fluorogenic substrate, fluorescence intensity; inhibition, % at 20 µM;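 active = compounds that cut the enzyme signal by at least half of the control window in the single-dose screen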;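 note: plate controls were DMSO wells with enzyme plus substrate for no effect and substrate without enzyme for full effect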
Target sequence (P24666 whole entry, looked up): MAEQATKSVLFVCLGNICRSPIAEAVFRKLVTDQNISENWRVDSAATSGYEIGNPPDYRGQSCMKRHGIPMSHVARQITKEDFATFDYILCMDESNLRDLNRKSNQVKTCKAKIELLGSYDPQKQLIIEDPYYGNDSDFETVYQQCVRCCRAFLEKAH
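Test system – LMPTP-A enzyme · Amount – LMPTP-A at 0.625 nM final in the reaction · Buffer or medium – Bis-Tris pH 6.0, DTT, detergent · Reagent – OMFP 400 µM · Doses – single 20 µM dose · Schedule – reaction 50 min, room temperature, dark · Detection – fluorescence intensity of OMFP turnover product · Evaluation – percent inhibition versus substrate-only and uninhibited controls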
Scp-1 inhibitor: blocks human Scp-1 phosphatase activity; Q9GZU7; Recombinant Scp1, phosphopeptide, malachite green phosphate absorbance; inhibition, % at 20 µM; hit rate 0.88% among 340,000;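 active = inhibition above about 50% at 20 µM, limit read from the data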;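 note: plate controls were DMSO wells with enzyme for no effect and wells lacking enzyme for full effect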
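System: truncated SCP-1 phosphatase (76-261aa); medium: Tris acetate buffer pH 5.5 with MgCl2 and Tween-20; incubation: 45 min room-temperature reaction, 5 min colour, 30 min stabiliser; compound: single 20 µM dose, 1% DMSO; reagent: Phosphorylated 17-residue peptide substrate; read-out: % inhibition at 20 µM; technique: colorimetric free-phosphate detection, absorbance 630 nm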
The depositor's hits bear a star; . = no result given. Compounds were not picked by outcome; overall some 4.3% were active at least once.

#1 CC(=O)N1c2ccc(S(=O)(=O)N(C)C3CCCCC3)cc2CC1C (stereo not drawn)
#2 COc1ccc(N2CCN(C(=O)C(=O)c3cn(CC(=O)N4CCOCC4)c4ccccc34)CC2)cc1
#3 CCOCC(=O)Nc1ccc(S(=O)(=O)NCCc2ccccc2)cc1
#4 O=C(CCCc1nc2ccccc2s1)NCc1ccccc1F
#5 O=C(c1ccc(F)cc1)N1CCN2C(=O)c3ccccc3C12c1ccccc1 (stereo not drawn)
compound no.	1	2	3	4	5
MsrA inhibitor	0.0	1.8	-0.3	-0.9	-0.8
SUMO1 PPI mod	3	3	1	1	-3
STEP inh	0	3	-4	1	1
DNMT1 block	1	2	2	-1	2
TbMetRS inhib	-0.2	-0.4	-0.5	-0.5	-0.2
CendR NRP1 mod	12	10	6	3	-13
E coli Lon inh	-3	-7	-4	2	1
bovine MsrA act	7	0	-1	-1	-2
LMPTP block	0.1	-1.0	-1.4	1.4	0.4
Scp-1 inhibitor	-9	8	-5	-1	-10

#6 COc1cc(OC)c2c(-c3cccc(-c4sccc4C(C)=O)c3)cc(=O)oc2c1
#7 CC(=O)N1CCN(Cc2nc3ccc(Cl)cc3n2CCO)CC1
#8 NS(=O)(=O)c1ccc(CCNC(=O)c2ccc(NC3=NC4CS(=O)(=O)CC4S3)cc2)cc1 (stereo not drawn)
#9 O=C1Cc2ccccc2C(c2ccc(Cl)cc2Cl)N1 (stereo not drawn)
#10 Cc1ccnc(NCc2cc(C)ccc2O)c1
compound no.	6	7	8	9	10
MsrA inhibitor	0.3	0.1	.	-0.6	-0.2
SUMO1 PPI mod	-7	0	1	2	5
STEP inh	0	-2	3	-2	-2
DNMT1 block	-1	-1	0	7	0
TbMetRS inhib	-0.1	-0.7	0.5	-1.0	0.2
CendR NRP1 mod	4	-6	8	7	-2
E coli Lon inh	-5	-5	-2	6	8
bovine MsrA act	-1	-1	-1	-9	-2
LMPTP block	2.8	-0.4	-1.6	5.0	-0.2
Scp-1 inhibitor	-7	-1	-8	-11	-6

#11 NC(=O)C1CCN(C(=O)c2ccc3ncsc3c2)CC1
#12 CC(C)CN(C(=O)COC(=O)c1ccc(Cl)c(N)c1)c1c(N)n(Cc2ccccc2)c(=O)[nH]c1=O
#13 Cc1ccc(C2c3c(oc4ccccc4c3=O)C(=O)N2c2nncs2)cc1 (stereo not drawn)
#14 COc1ccccc1N1CCN(Cc2ccc(O)c3ncccc23)CC1
#15 O=C(Nc1cc(=O)[nH]c2ncnn12)c1ccccc1
compound no.	11	12	13	14	15
MsrA inhibitor	-0.6	0.9	0.7	0.1	0.6
SUMO1 PPI mod	5	0	-16	-10	14
STEP inh	-1	0	2	20	0
DNMT1 block	-1	-1	25	0	1
TbMetRS inhib	-0.2	0.0	-0.5	-1.1	-0.4
CendR NRP1 mod	4	-23	8	-3	10
E coli Lon inh	-5	0	-4	15*	-2
bovine MsrA act	-3	-2	1	-1	-1
LMPTP block	-1.2	0.0	0.5	4.5	-1.5
Scp-1 inhibitor	.	-12	-12	0	10

#16 Cc1nn(-c2ccccc2)c(C)c1Cc1ccc(O)cc1
#17 COc1ccc2c(c1)cc(C(=O)N[C@@H](CCSC)C(=O)N1CCC[C@H]1C(=O)O)n2C
#18 COC(=O)CC1C(=O)NCCN1C(=S)NC(=O)CCc1ccccc1 (stereo not drawn)
#19 COc1ccc(CCN(C(=O)c2cccc(F)c2)C2CC(=O)N(c3ccccc3)C2=O)cc1 (stereo not drawn)
#20 CCc1ccc(C2=NN(CCC(=O)NC(C)CCc3ccccc3)C(=O)CC2)cc1 (stereo not drawn)
compound no.	16	17	18	19	20
MsrA inhibitor	-1.1	1.7	2.6	0.8	1.5
SUMO1 PPI mod	3	1	-2	-5	-4
STEP inh	-1	-2	-3	-2	0
DNMT1 block	1	-4	-15	-3	6
TbMetRS inhib	-1.3	1.0	-0.3	-0.5	-1.0
CendR NRP1 mod	10	-20	1	0	2
E coli Lon inh	-5	-12	7	-1	10
bovine MsrA act	-2	-2	-1	-5	-8
LMPTP block	1.0	-0.6	-2.7	-0.1	3.0
Scp-1 inhibitor	-7	-1	-2	-12	-7

#21 COc1cc(C)ccc1OCCOc1ccccc1Cl
#22 Cc1ccc(/C=N/NS(=O)(=O)c2ccccc2)o1
#23 CCOC(=O)C1=C(C)NC(=O)NC1c1c(OC)ccc2ccccc12 (stereo not drawn)
#24 Nc1c(S(=O)(=O)c2cccs2)c2nc3ccccc3nc2n1Cc1cccs1
#25 C=CCc1cccc2cc(C(=O)NNC(=O)CC#N)c(=O)oc12
compound no.	21	22	23	24	25
MsrA inhibitor	0.4	0.5	-1.7	0.7	-0.4
SUMO1 PPI mod	-1	1	7	-9	-17
STEP inh	1	-3	0	-1	-1
DNMT1 block	1	6	0	-22	-1
TbMetRS inhib	-0.3	0.1	1.4	0.9	-0.8
CendR NRP1 mod	-8	-2	14	-3	-18
E coli Lon inh	-4	-17	-6	5	1
bovine MsrA act	-1	-4	-4	-1	-5
LMPTP block	2.8	-1.8	1.1	1.5	-0.6
Scp-1 inhibitor	-16	-10	-5	12	3

#26 FC(F)(F)c1cccc(NC(=S)NCCc2ccccn2)c1
#27 O=C(NCc1ccccc1)C12CC3CC(CC(Br)(C3)C1)C2
#28 CN1CCN(C2CN(Cc3cn(Cc4cccc(Cl)c4)nn3)S(=O)(=O)C2)CC1 (stereo not drawn)
#29 O=C(NCc1ccc(F)cc1)c1cnc2n(c1=O)CCS2
#30 COc1cc2[nH]c(=S)n(CCN3CCCCC3C)c(=O)c2cc1OC (stereo not drawn)
compound no.	26	27	28	29	30
MsrA inhibitor	0.2	1.9	1.2	-0.6	2.2
SUMO1 PPI mod	0	6	1	-1	4
STEP inh	6	2	.	-2	-1
DNMT1 block	-3	-1	.	-1	3
TbMetRS inhib	0.0	-0.1	-0.7	-0.2	-0.1
CendR NRP1 mod	2	8	2	-4	-9
E coli Lon inh	1	3	-3	-5	0
bovine MsrA act	-3	-1	-5	1	2
LMPTP block	-0.9	-0.1	-4.6	-0.4	-0.6
Scp-1 inhibitor	0	-5	.	-3	2

#31 O=C(CCCc1ccccc1)NCCS(=O)(=O)N1CCN(c2ccccc2F)CC1
#32 Cc1ccc(OCC(=O)NNC(=O)CCC(=O)Nc2ccc(C)cc2C)cc1
#33 Cc1cc(N2CCCC(C(=O)Nc3cccc(Cl)c3)C2)n2ncnc2n1 (stereo not drawn)
#34 CCCCCC(=C/c1ccccc1)/C=N/Nc1ccc(S(=O)(=O)N2CCOCC2)cc1[N+](=O)[O-]
#35 CCCc1nnc(SCC(=O)Nc2nnc(CC)s2)n1CC1CCCO1 (stereo not drawn)
compound no.	31	32	33	34	35
MsrA inhibitor	-0.3	-1.5	0.9	0.2	0.4
SUMO1 PPI mod	-5	-3	3	-11	5
STEP inh	-2	-6	-1	2	-1
DNMT1 block	-3	10	7	3	1
TbMetRS inhib	0.1	-0.9	0.4	-0.2	0.5
CendR NRP1 mod	4	3	3	-4	-5
E coli Lon inh	-1	2	4	6	0
bovine MsrA act	-3	-7	-4	1	-2
LMPTP block	0.0	1.2	-0.2	3.0	-1.4
Scp-1 inhibitor	1	32	-9	-7	-7

#36 COc1ccc(C2c3[nH]c4ccccc4c3CCN2C(=O)c2cn3ccccc3n2)c(F)c1 (stereo not drawn)
#37 O=C(CCN(CCO)Cc1ccccc1)Nc1ccc(Br)cc1
#38 O=C(COC(=O)CCSc1ccc(Cl)cc1)Nc1ccc(F)cc1
#39 CC(=O)C1=C(C)NC(SCC(=O)Nc2nc3ccccc3s2)=C(C#N)C1c1ccc(Cl)cc1 (stereo not drawn)
#40 CC(C)[C@H](NC(=O)NCCC1=CCCCC1)C(=O)O
compound no.	36	37	38	39	40
MsrA inhibitor	-1.2	0.5	-0.3	1.0	2.6
SUMO1 PPI mod	-4	-1	-2	-1	-2
STEP inh	2	0	-1	-2	-2
DNMT1 block	-11	-2	2	-2	3
TbMetRS inhib	-0.6	20*	1.2	-0.7	-0.6
CendR NRP1 mod	12	6	-4	-9	4
E coli Lon inh	-10	-5	-7	-21	11
bovine MsrA act	2	-2	-5	-5	-3
LMPTP block	2.6	-0.9	1.2	1.2	-0.9
Scp-1 inhibitor	3	-3	-7	-1	-4

#41 N#Cc1c2c(c(=S)n(-c3ccccc3)c1N)CCCC2
#42 Cc1cc(OCC(O)CN2CCCC2)cc(C)c1Cl (stereo not drawn)
#43 CCN(CC)S(=O)(=O)c1ccc(N2CCOCC2)c(NC(=O)c2ccco2)c1
#44 O=C(COC(=O)C1CC(=O)N(C2CCCCC2)C1)c1ccc(F)cc1 (stereo not drawn)
#45 CCNc1nc(NC(C)C)nc(NS(=O)(=O)c2ccc(N)cc2)n1
#46 O=C(c1coc2ccc(O)c(CN3CCOCC3)c12)C1CC1
compound no.	41	42	43	44	45	46
MsrA inhibitor	0.2	-1.0	-1.5	0.8	0.4	2.4
SUMO1 PPI mod	2	5	-1	1	2	-1
STEP inh	0	-1	-3	-1	-1	-1
DNMT1 block	-6	0	3	2	9	-4
TbMetRS inhib	-0.3	-1.2	-0.3	1.5	-1.4	-0.4
CendR NRP1 mod	10	9	4	-12	0	4
E coli Lon inh	34*	-1	0	2	-5	8
bovine MsrA act	2	-4	-7	-8	-14	-2
LMPTP block	1.8	-1.4	2.9	-0.9	-0.4	1.4
Scp-1 inhibitor	-2	-6	-4	-4	-2	-3
